Source: PubChem (National Center for Advancing Translational Sciences (NCATS))
TRPV1 ag: HTS Assay for Compounds that Act as Agonists of the Vanilloid Receptor 1; Transient receptor potential cation channel subfamily V member 1 (Homo sapiens), Q8NER1; activation, % at 8.33 µM; AID 540275, 2011; TRPV1-expressing cells, Fluo-8 calcium influx, agonist mode; 320,000 compounds, 0.19% hits; in the data active = activation above about 80%; inconclusive = between about 30% and that limit; also: 0% is about no effect
Target sequence (Q8NER1 whole entry, looked up): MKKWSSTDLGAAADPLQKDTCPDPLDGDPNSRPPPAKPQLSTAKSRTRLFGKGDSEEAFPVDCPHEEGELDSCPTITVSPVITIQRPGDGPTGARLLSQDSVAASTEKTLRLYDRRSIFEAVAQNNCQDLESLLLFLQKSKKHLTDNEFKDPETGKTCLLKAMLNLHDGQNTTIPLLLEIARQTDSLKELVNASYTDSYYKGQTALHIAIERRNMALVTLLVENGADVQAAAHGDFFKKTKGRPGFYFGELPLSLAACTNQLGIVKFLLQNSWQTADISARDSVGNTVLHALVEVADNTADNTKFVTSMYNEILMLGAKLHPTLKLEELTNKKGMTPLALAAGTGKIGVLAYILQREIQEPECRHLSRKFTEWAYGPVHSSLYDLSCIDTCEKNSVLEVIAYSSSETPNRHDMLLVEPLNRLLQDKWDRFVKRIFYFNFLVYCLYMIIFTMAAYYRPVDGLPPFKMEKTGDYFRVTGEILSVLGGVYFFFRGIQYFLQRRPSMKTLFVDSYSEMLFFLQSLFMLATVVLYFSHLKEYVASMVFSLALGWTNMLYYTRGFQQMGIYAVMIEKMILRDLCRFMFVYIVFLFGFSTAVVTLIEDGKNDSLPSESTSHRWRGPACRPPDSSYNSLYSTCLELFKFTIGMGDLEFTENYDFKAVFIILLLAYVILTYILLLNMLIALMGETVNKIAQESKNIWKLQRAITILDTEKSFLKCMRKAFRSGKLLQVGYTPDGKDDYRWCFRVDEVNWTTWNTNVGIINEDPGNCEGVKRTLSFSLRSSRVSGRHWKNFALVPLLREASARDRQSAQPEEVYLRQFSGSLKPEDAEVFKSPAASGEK
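Fluo-8 calcium influx in TRPV1-expressing cells, kinetic read (ex 480/em 520 nm). Compound added and read 3 min for agonist activity, followed by capsaicin at EC20 final and 2 min further read for enhancement.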
USP2a inh: qHTS Assay for Inhibitors of Ubiquitin-specific Protease USP2a Using CHOP2 as the Reporter; Ubiquitin carboxyl-terminal hydrolase 2 (Homo sapiens), O75604; USP2 core, Ub-CHOP2 coupled fluorogenic reporter, 485/531; Potency, µM (titrated, usually from 38.3 µM), without a hit: top-dose activity change, negative = inhibition, usual class: inhibitors; 330,000 compounds, 0.01% hits; AID 463254, 2010;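 also: potency is read from the fitted curve at half-maximal effect; plate controls were DMSO wells for no effect and full inhibition by NEM control for full effect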
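Deubiquitinase activity read as fluorescence (485/531 nm) after Ub-CHOP2 cleavage activates the enterokinase reporter on its substrate; USP2 core 10nM, Ub-CHOP2 and substrate 25nM each, 30min compound preincubation then 60min RT; data normalized to NEM, curves fitted.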
GALK inhibitor: qHTS Assay for Inhibitors of Human Galactokinase (GALK) | Purified GALK, Kinase-Glo residual ATP luminescence | 270,000 compounds, 0.007% hits | P51570 | Potency, µM (titrated, usually from 57.5 µM), inactives show at the highest dose activity change, negative = inhibition, hits mostly inhibitors; also: potency is read from the fitted curve at half-maximal effect; % is scaled to controls: 0 for no effect and ±100 for the full control effect
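Quantitative HTS: GALK 5 nM, ATP 35 uM, galactose 100 uM, 1 h room temperature, then luciferase-based ATP detection.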
Coupling enz: qHTS Assay for Inhibitors of Fructose-1,6-bisphosphate Aldolase from Giardia Lamblia: Coupling assay counterscreen; coupling enzyme system counterscreen, AmpLite Red fluorescence; activity change, negative = inhibition, % at 58.2 µM, hits read low; 290,000 compounds, 0.67% hits; AID 2472, 2010; in the data active = activity change below about -30%; also: % is scaled to controls: 0 for no effect and ±100 for the full control effect
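Activity here indicates interference with the coupling reaction, not aldolase inhibition. Compounds at 57.5 uM final met coupling enzymes for 10 min at RT; substrate and AmpLite Red detection followed, with a 525/598 nm fluorescence read after 20 min.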
KCNH2 3.1 inh: qHTS for Inhibitors of KCHN2 3.1: Mutant qHTS | U2OS KCNH2 3.1, thallium flux FluxOr; stronger effect = lower value | activity change, % (tested at about 1.8 µM) | 340,000 compounds, 0.95% hits;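 active = maximum activity change below -70%; inconclusive = maximum activity change from -70% to -50%; inactive = maximum activity change above -50%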;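 also: thallium influx rate constant from kinetic fluorescence after stimulation buffer; % is scaled to controls: 0 for no effect and ±100 for the full control effect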
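We transduce U2OS cells with the mutant 3.1 virus, culture them overnight, load FluxOr with Red40 quencher for 45 min, then add stimulation buffer and read kinetically for 2 min to derive a normalized rate constant.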
B2AR arrestin: qHTS assay of beta-arrestin-biased ligands of beta2-adrenergic receptor. Beta-2 adrenergic receptor (Homo sapiens), P07550. beta-arrestin recruitment to beta2AR, cell-based reporter. Potency, µM (series often up to 46.1 µM), for the others: top-dose activation, actives largely listed as activators. 330,000 compounds, 0.02% hits. AID 492947, 2010;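 also: potency is read from the fitted curve at half-maximal effect; 0% = DMSO controls and full agonism = EC100 isoproterenol or metaproterenol; nearly all actives have a fitted effect of over 65% in size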
KCNH2 WT inh: qHTS for Inhibitors of KCHN2 3.1: Wildtype qHTS. U2OS, BacMam KCNH2, thallium flux FluxOr; stronger effect = lower value. activity change, % at 1.84 µM. 340,000 compounds, 0.37% hits. Voltage-gated inwardly rectifying potassium channel KCNH2 (Homo sapiens), Q12809;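 active = maximum activity change below -70%; inconclusive = maximum activity change between -70% and -50%; inactive = maximum activity change above -50%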; also: % is scaled to controls: 0 for no effect and ±100 for the full control effect
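U2OS cells transduced with wild-type KCNH2 virus are loaded with FluxOr dye for 45 min, and thallium flux is measured in kinetic reads before and after stimulation buffer. Rate constants are normalized to DMSO controls.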
Giardia killer: Small Molecules that selectively kill Giardia lamblia: qHTS. Giardia lamblia trophozoite viability. activity change, % at 7.66 µM, hits read low. 340,000 compounds, 0.15% hits. AID 540267, 2011; in the data active = activity change below about -80%; inconclusive = between about -30% and that limit;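 also: parasites exposed to compound for two days anaerobically before the ATP read; % is scaled to controls: 0 for no effect and ±100 for the full control effect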
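ATP-content bioluminescence gauges trophozoite survival. Cells (100/well) receive compound and incubate anaerobically for 48 hrs at 37 deg C; detection reagent follows for 15-30 min at room temperature.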
MLL CXXC-DNA inh: qHTS Fluorescence Polarization Assay for Inhibitors of MLL CXXC domain - DNA interaction | Histone-lysine N-methyltransferase 2A (Homo sapiens), Q03164 | MLL-CXXC / FITC-HOXA9 DNA fluorescence polarization | Potency, µM (highest dose often 115 µM), for the others: at the highest dose activity change, negative = inhibition, hits mostly inhibitors | 290,000 compounds, 0.037% hits; active = well fitted inhibition curve with a large enough effect in the polarisation, with a control signal flat, not every such curve was filed as active; inconclusive = small, poorly fitted or top-dose-only effect, or effect the other way, or a change in a side signal; inactive = no such curve, though single readings can be large or run the other way; the % refers to the polarisation; also: potency is read from the fitted curve at half-maximal effect
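Steps: dispense CXXC domain solution (7 uM) → pin compounds or unlabeled HOX-A9 DNA control → 5 min ambient → add FLSN-HOX-A9 solution (50 nM) → spin → 30 min ambient → fluorescence polarization. Tris pH 7.5/NaCl/DTT/BSA buffer.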
Menin-MLL TR inh: qHTS Assay for Inhibitors Targeting the Menin-MLL Interaction in MLL Related Leukemias: Competition With Texas Red Labeled MLL-derived Mutant Peptide | Potency, µM (titrated, usually from 61.6 µM), without a hit: at the top dose FP activity change, negative = inhibition, most hits filed as inhibitors | O00255 | Menin + Texas Red MLL mutant peptide, fluorescence polarization | AID 1768, 2009 | 270,000 compounds, 0.23% hits; active = well fitted inhibition curve with a large enough effect in the polarisation, with a control signal flat, not every such curve was filed as active; inconclusive = small, poorly fitted or top-dose-only effect, or effect the other way, or a change in a side signal; inactive = no such curve, though single readings can be large or run the other way; the % refers to the polarisation; also: potency is read from the fitted curve at half-maximal effect; % of control where 0% means no effect; many of its hits are not listed in these tables
PKM2 act: qHTS Assay for Activators of Human Muscle isoform 2 Pyruvate Kinase; 260,000 compounds, 0.34% hits; Pyruvate kinase PKM (Homo sapiens), P14618; Potency, µM (doses to about 57.5 µM), without a hit: at the highest dose activation, hits mostly activators; purified PKM2, Kinase-Glo ATP luminescence, activation; response scale: 0% is enzyme alone, no compound; AID 1631, 2009; also: potency is read from the fitted curve at half-maximal effect; % is scaled to controls: 0 for no effect and ±100 for the full control effect; nearly all actives have a fitted effect of over 55% in size
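ATP formation by purified human PK-M2, quantified via coupled luciferase luminescence after 1 h at room temperature with 0.1 mM ADP and 0.5 mM PEP final.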
* hit, by the source's call; ? = inconclusive; / = no result given; [ ] = dose if it differs, or a comment. Unless noted, calls follow the shape of the dose curve; as a rule, active = well fitted curve in the direction sought with a large enough effect; inconclusive = small, poorly fitted or top-dose-only effect, or another doubt; inactive = no such curve, though single readings can be large; an effect the other way counts as inactive or inconclusive. Some of the compounds tested. The share of hits here may be higher or lower than overall.

SMILES	TRPV1 ag	USP2a inh	GALK inhibitor	Coupling enz	KCNH2 3.1 inh	B2AR arrestin	KCNH2 WT inh	Giardia killer	MLL CXXC-DNA inh	Menin-MLL TR inh	PKM2 act
COC(=O)CSc1nc(C)c(C(C)=O)cc1C#N	2	0%	2%	2	7	5.8%	-22	-16	-3%	4%	-4%
CCC(=O)N1CCc2cc(S(=O)(=O)N3CCCCC3CC)ccc21 (stereo not given)	6	7%	0%	/	12	-1.2%	-7	12	-2%	/	/
Cc1cc(C)n2nc(CC(=O)NC3CCCC(C)C3C)nc2n1 (stereo not given)	0	6%	1%	3	-7	0.0%	2	30	-6%	-1%	-3%
COc1ccc(C(CNC(=O)C(=O)NC2CCCC2)N2CCN(C)CC2)cc1 (stereo not given)	0	0%	/	/	0	0.0%	16	-8	/	/	/
Clc1ccc(OCCN2CCN(c3ncnc4sccc34)CC2)cc1	3	3%	1%	-5	?	-1.3%	-17	-4	-2%	-7%	2%
Cc1ccccc1N(CC(N)=O)S(C)(=O)=O	-2	2%	1%	2	5	0.0%	15	8	-2%	1%	5%
COc1ccc(NC(=O)COc2coc(CN3CCN(c4ccccc4)CC3)cc2=O)cc1	2	2%	/	/	-8	-4.2%	-1	-5	/	/	/
Cc1cc(C(=O)NCCCN2CCOCC2)n(-c2ccccc2)n1	-4	0%	-2%	-2	2	-0.3%	-13	-10	-7%	0%	1%
O=C(COC(=O)c1ccc(Br)cc1)NCCN1C(=O)CSC1=O	-1	4%	1%	0	2	0.2%	9	-23	16%	1%	-2%
CCC(=O)Nc1cccc(-c2nc3ccccc3c(=O)o2)c1	-1	3%	-3%	4	-1	-0.3%	5	8	15%	31%[activator]	-14%
COc1cccc(NC(C)C(=O)Nc2cc([N+](=O)[O-])ccc2Cl)c1 (stereo not given)	-1	0%	0%	-1	0	-0.1%	-10	-7	0%	?	3%
CN(CCC1CCOCC1)C(=O)CC1C(=O)NCCN1Cc1ccoc1 (stereo not given)	-1	5%	2%	0	-6	-1.1%	-3	-8	-7%	-1%	4%
CC(C)n1nnc2ccccc2c1=O	-1	4%	/	4	15	0.1%	-7	3	1%	-26%	5%
C[C@@H]1NC(=O)N(c2ccc(F)cc2)C1=O	-4	-2%	/	3	-12	-0.2%	2	1	-2%	13%	/
CCn1c(=O)c(C(=O)Nc2ccc(C)cc2)c(O)c2ccccc21	-5	0%	-3%	1	5	-0.7%	-6	-18	4%	?	2%
Cc1ccc(C)c(-n2ccnc2SCC(=O)Nc2cccc(S(=O)(=O)NC3=NCCC3)c2)c1	0	-1%	/	/	-27	0.1%	7	0	/	/	/
Cc1ccc(NC(=O)C2C3CCC(O3)C2C(=O)O)c(Br)c1 (stereo not given)	-6	-1%	5%	2	13	-0.6%	-9	-4	2%	-4%	1%
Cc1sc2nc(COC(=O)CNC(=O)c3ccc(C(C)(C)C)cc3)[nH]c(=O)c2c1C	14	-1%	0%	0	3	-0.8%	-6	7	19%	4%	-5%
CC(C)C(=O)Nc1ccc(NC(=O)c2cccc3c(Br)cccc23)cc1	0	0%	0%	-1	18	-0.1%	-13	7	-1%	?	/
C=C[C@@H]1c2ccccc2N(S(=O)(=O)c2ccc(C)cc2)[C@H](c2ccccc2)C1(C#N)C#N	3	-2%	/	/	-14	0.1%	5	-5	/	/	/

Part of the list above, reduced to KCNH2 WT inh and KCNH2 3.1 inh:
smiles	KCNH2 WT inh	KCNH2 3.1 inh
COc1cccc(NC(C)C(=O)Nc2cc([N+](=O)[O-])ccc2Cl)c1 (stereo not given)	-10	0
CN(CCC1CCOCC1)C(=O)CC1C(=O)NCCN1Cc1ccoc1 (stereo not given)	-3	-6

Carrying on:
SMILES	TRPV1 ag	USP2a inh	GALK inhibitor	Coupling enz	KCNH2 3.1 inh	B2AR arrestin	KCNH2 WT inh	Giardia killer	MLL CXXC-DNA inh	Menin-MLL TR inh	PKM2 act
O=C(Nc1cccc(C(F)(F)F)c1)c1cc(-c2cccs2)on1	7	1%	-2%	-1	-11	-0.2%	7	-8	-16%	?	-5%
CC(NC(=O)c1ccccc1NC(=O)CSc1nnnn1C)c1ccccc1 (stereo not given)	6	-4%	-1%	-1	4	-0.2%	19	-18	-18%	1%	-7%
COc1ccccc1-c1nn(-c2ccccc2)cc1C(=O)N1CCc2ccccc2C1	15	0%	/	/	4	-0.3%	1	-4	/	/	/
O=C(Nc1ccccc1C(F)(F)F)c1cccnc1	0	0%	1%	3	9	-1.2%	-7	-30	-16%	-1%	-7%
CSCCC(NS(=O)(=O)c1ccc(C)cc1)C(=O)N1CCN(S(=O)(=O)c2ccc(F)cc2)CC1 (stereo not given)	-2	0%	/	/	9	0.0%	13	-19	/	/	/
COC(=O)Cn1c(=O)c2c(nc3n2CC(C)CN3Cc2ccccc2)n(C)c1=O (stereo not given)	0	-1%	8%	-3	19	-0.5%	0	-27	1%	-7%	-2%
COc1ccc(NC(=O)CCOc2cc(C)ccc2C)cc1S(=O)(=O)N1CCCCC1	/	-5%	/	/	13	-0.2%	7	-5	/	/	/
COc1ccc(/C=N/NC(=O)CCNc2n[nH]c(=O)[nH]c2=O)c(OC)c1	-9	-9%	-3%	-3	5	-0.3%	6	-3	7%	7%	-7%
Brc1ccc(C2=CSC3=NCCN23)cc1	3	8%	0%	0	-3	0.1%	3	0	1%	-12%	2%
COc1ccc(OCC(=O)Nc2ccc3oc(-c4ccncc4)nc3c2)cc1	-1	12%	2%	4	/	-0.2%	-16	0	-5%	-10%	0%
CCOC(=O)c1sc(NC(=O)CSc2nc3ccccc3o2)c(C(=O)OCC)c1C	-5	4%	1%	3	7	-0.5%	-1	1	19%	9%	5%
O=C(NCC(c1ccco1)N1CCN(c2ccc(F)cc2)CC1)C(=O)NC1CC1 (stereo not given)	10	-1%	/	/	-4	0.1%	-1	-20	/	/	/
O=C(c1cccs1)N(Cc1ccc(F)cc1)C1CCS(=O)(=O)C1 (stereo not given)	-11	1%	1%	5	-13	-0.3%	-10	-4	-4%	13%	-1%
CCOC(=O)C(C)Sc1nnc(Cc2cc(=O)[nH]c(=O)[nH]2)n1-c1ccc(Cl)cc1 (stereo not given)	2	2%	0%	-2	7	-0.6%	1	-8	-6%	1%	1%
Cc1ccc(Cl)cc1NC(=O)CN1C(=O)NC2(CCCCCC2)C1=O	3	0%	/	/	-1	2.9%	-16	-19	/	/	/
COc1cc(/C=C2\SC(=O)N(CCNC(=O)c3c(C)noc3C)C2=O)cc(OC)c1OC	/	-7%	/	/	9	0.0%	1	30[activator]	/	/	/
CCOC(=O)c1[nH]c2ccc(Br)cc2c1NC(=O)CCN1CCN(C(=O)OCC)CC1	?	0%	-1%	-2	-9	4.7%	7	-10	-17%	12%	-8%
COc1ccccc1CCNS(=O)(=O)c1cn(C)c(=O)n(C)c1=O	-2	0%	0%	4	24	0.0%	?	0	0%	/	-1%
CCN(CC)S(=O)(=O)c1ccc(C)c(NC(=O)COc2ccc(Cl)cc2Br)c1	-1	0%	-1%	2	-2	-0.1%	5	0	1%	-14%	-5%
Cn1cnc2cc(NC(=O)c3ccco3)ccc21	1	0%	0%	1	5	-0.1%	-13	-22	-6%	-2%	-3%
CCCCn1c(=O)c(CCC(=O)OC(C)C(=O)Nc2cccc(Cl)c2Cl)nc2ccccc21 (stereo not given)	16	3%	0%	1	-11	-1.0%	30	2	4%	-17%	-18%
O=C(Nc1ccc(F)cc1F)c1ccc2c(c1)[nH]c(=O)n2Cc1ccc(F)cc1	-2	2%	-7%	-1	-46	-0.4%	8	-14	16%	-5%	-1%[11.5 µM]
COCCCNC(=O)C1CCCN(S(=O)(=O)c2ccc(C)cc2)C1 (stereo not given)	-4	3%	1%	2	0	-0.2%	-8	-21	9%	-6%	-3%
CCN(CC)C1CCS(=O)(=O)C1 (stereo not given)	9	0%	1%	-1	-1	-0.3%	-1	10	2%	0%	-17%
